Screening results: PubChem, several laboratories
M17LAP inhibition – P. falciparum M17LAP inhibitors, primary screen, biochemical, fluorogenic H-Leu-NHMec substrate, 1536-well (AID 1619); recombinant M17LAP, H-Leu-NHMec fluorogenic kinetic assay; higher % means a stronger effect; inhibition, % at 30 µM; hits with a dose series show IC50 in µM; 220,000 tested, 0.38% active;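 active = compound inhibiting the enzyme by more than half at any dose during confirmatory dose-response retesting; inconclusive = strong single-dose inhibitors picked by rank but not retested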;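 also: plate controls were full reaction with DMSO carrier for no effect and no enzyme background for full effect; strong numbers were not always called active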
XIAP displacement – XIAP antagonists, biochemical, IAP family, fluorescence polarization (AID 1018); 200,000 tested, 0.007% active; one-dose displacement, % at 20 µM; IC50 in µM for titrated hits; XIAP BIR domain, fluorescence polarization peptide displacement; higher % means a stronger effect; in the data active = displacement above about 50%; also: a part of the inactive calls stands beside numbers as strong as those of hits
Yfh1-depleted yeast – mitochondrial function rescue without frataxin homolog – Friedreich's ataxia, plus single-dose screen, dose response (AID 1465); S. cerevisiae Yfh1-off respiration, WST-1 reduction, 72 h; higher fold induction means a stronger effect; one-dose fold induction at 50 µM; EC50 in µM for titrated hits; 220,000 tested, 0.074% active;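 active = fold induction of absorbance versus untreated yeast above a set limit, then at least 30% activation at any dose in follow-up; inconclusive = repeats straddling the limit, or above it without dose testing; inactive = fold induction below the set limit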;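 also: activators that raise dye reduction in frataxin-depleted yeast; strong numbers were not always called active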
P. falciparum M1AAP – P. falciparum M1AAP inhibitors, biochemical, fluorogenic H-Leu-NHMec substrate, 1536-well (AID 1445) | recombinant M1AAP, H-Leu-NHMec fluorogenic kinetic assay; higher % means a stronger effect | one-dose inhibition, % at 30 µM; IC50 in µM for titrated hits | 220,000 tested, 0.42% active;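 active = primary inhibition above the hit cutoff, then over 50% inhibition at one or more dose response concentrations, cut at about 23% in these data, passing the limit was not always enough; inconclusive = conflicting primary data, or primary hits not chosen for dose response; inactive = low primary inhibition, or under 50% at every dose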;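 also: plate controls were DMSO full reaction for no effect and no enzyme background for full effect; strong numbers were not always called active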
Siah-1 displacement – Siah-1 peptide-binding antagonists, primary screen, biochemical, fluorescence polarization, rhodamine-plectin, uHTS (AID 1817); Siah-1 / rhodamine-plectin peptide fluorescence polarization; higher % means a stronger effect; displacement, % at 20 µM; hits with a dose series show IC50 in µM; 290,000 tested, 0.02% active;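 active = displacement of at least 50% at 20 µM, with a fluorescence ratio check between 0.3 and a set limit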;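 also: plate controls were Siah plus tracer with DMSO for no effect and tracer alone without Siah for full effect; strong numbers were not always called active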
ER stress rescue – rescue of cells from ER stress-induced death, primary screen, 384-well, CSM14.1, thapsigargin, ATP luminescence (AID 1222) | CSM14.1 thapsigargin-induced death rescue, ATP luminescence; higher % means a stronger effect | cellular ATP content (survival), % at 20 µM, or EC50 in µM where a hit was titrated | 190,000 tested, under 10 active;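 active = EC50 below 50 µM in the dose-response confirmation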;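 also: death triggered by thapsigargin at about 15 µM added after 2 h compound pretreatment; cell ATP read after overnight thapsigargin exposure of roughly 18 to 22 hours; normalized against plate controls of thapsigargin alone and 5% DMSO vehicle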
West Nile virus CPE – West Nile virus antiviral activity, cell-based, CPE readout (AID 1621); one-dose CPE inhibition, % at 10 µM; IC50 in µM for titrated hits; 290,000 tested, 0.02% active; West Nile virus-infected cells, CPE inhibition; higher % means a stronger effect; in the data active = a potency from the dose series; inconclusive = CPE inhibition mostly from about 3.7% at the one dose, without a potency; inactive = the rest, 99 in 100 with CPE inhibition below about 2.2%; also: strong numbers were not always called active
Salmonella PhoP GFP – inhibitors of PhoP regulon expression, primary screen, Salmonella Typhimurium, GFP reporter (AID 1863); S. Typhimurium PhoP-regulated promoter GFP reporter, 4 h; higher % means a stronger effect; inhibition, % at 50 µM, or IC50 in µM where a hit was titrated; 300,000 tested, 0.16% active;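 active = inhibition over 29.93%, a cutoff 3 SD above the screen mean, later confirmed by dose response; inconclusive = inhibition over 29.93% but no dose response follow-up; inactive = inhibition at most 29.93% or unconfirmed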;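 also: 0% = low Mg2+ inducing control and 100% = high Mg2+ repressing control; strong numbers were not always called active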
PMI inhibition – human PMI inhibitors, high substrate, primary screen, biochemical, fluorescence intensity, high mannose 6-phosphate (AID 1220). recombinant PMI enzyme, coupled fluorescence intensity; higher % means a stronger effect. one-dose inhibition, % at 20 µM; IC50 in µM for titrated hits. 190,000 tested, 0.66% active; in the data active = inhibition above about 50%
Active calls of the source: *; i = inactive; u = inconclusive; x = no result given; & = joins results of further samples. Hits appear at their usual frequency (roughly 1.6% active in at least one column).

SMILES | M17LAP inhibition | XIAP displacement | Yfh1-depleted yeast | P. falciparum M1AAP | Siah-1 displacement | ER stress rescue | West Nile virus CPE | Salmonella PhoP GFP | PMI inhibition
c1ccc(CSc2ccc(-c3cccs3)nn2)nc1 | 7.0% | -5.9% | i | 12.5% | -1.1% | -1.6% | 0.7% | -2.2% | -12.4%
CCOC(=O)C(NC(=O)CCC(=O)Nc1ccc(S(N)(=O)=O)cc1)C(O)c1ccccc1 (stereo unspecified) | -13.1% | -5.4% | i | -2.5% | 1.8% | -0.6% | 0.5% | -1.2% | 13.9%
O=C(NCCCCCCNC(=O)OCCO)OCCO | -1.4% | -6.5% | i | -10.8% | -3.2% | 1.0% | 0.6% | 0.3% | -7.6%
CNC1(c2nnnn2-c2c(C)cccc2C)CCOC(C)(C)C1 (stereo unspecified) | 1.8% | x | i | 1.4% | 14.6% | x | 0.2% | -12.9% | x
Cc1ccc(C2=NN(CCC(=O)NCc3ccc4c(c3)OCO4)C(=O)CC2)cc1 | -4.8% | -8.6% | i | 7.0% | 10.0% | 0.0% | -1.0% | -11.2% | 2.2%
O=C(COC(=O)CCC1CCCC1)NCc1ccc(Cl)cc1 | -3.9% | 0.6% | i | 1.3% | 2.4% | -0.2% | -0.2% | 6.1% | -0.1%
COc1ccc(C)cc1N(C(=O)COc1ccccc1)c1nc2ccccc2s1 | 14.2% | -23.9% | i | 0.6% | 3.9% | -3.8% | -0.4% | -0.4% | 9.2%
COc1ccccc1NC(=O)Nc1nnc(C(C)C)s1 | 5.5% | -5.1% | i | 9.9% | -0.9% | -3.2% | -0.1% | -3.6% | 12.0%
CC1(C)Nc2ccccc2N(CCC(=O)N2CCOCC2)C1=O | -1.3% | -5.0% | i | 1.2% | 1.8% | 0.3% | 0.3% | 1.3% | -1.9%
Cn1nc(C(=O)Nc2sc3c(c2C#N)CCCC3)ccc1=O | 9.1% | -9.0% | i | 4.4% | 3.3% | -0.2% | 0.2% | 2.1% | 11.4%
CCOC(=O)c1c(NC(=O)/C=C/c2ccc(C)o2)sc(C)c1C | -0.7% | -4.1% | i | 4.6% | -0.7% | -1.4% | 0.3% | -2.2% | 14.4%
O=C(CN1CCN(C(=O)c2cccs2)CC1)NC1CCCCC1 | -13.2% | -3.0% | i | -3.0% | -6.6% | -0.2% | -0.2% | -0.5% | -8.8%
CCOC(=O)Nc1ccc2c(c1)N(C(=O)OCCN(C)C)c1ccccc1CC2 | -13.3%&1.9% | 2.3%&-13.7% | i | 6.8%&16.0% | 0.4%&-1.8% | -3.3% | 0.0%&0.1% | 5.6%&-2.2% | 5.8%&23.9%
Cc1ccn2c(NC(=O)C(C)(C)Oc3ccc(Cl)cc3)c(-c3cccs3)nc2c1 | -0.3% | -10.7% | i | 3.6% | 4.1% | -2.0% | -0.5% | 5.9% | 14.2%
CC1CCN(C(=O)c2ccc(CSc3nc4ccncc4n3Cc3ccc(F)cc3)cc2)CC1 | -10.6% | -14.0% | i | 5.6% | -8.5% | -3.5% | -0.7% | 2.8% | -1.1%
COCCNC(=O)c1onc(CSc2cccc(Cl)c2)c1C(=O)O | -1.2% | 3.2% | i | 1.6% | 1.5% | -1.1% | 0.5% | -10.4% | -13.2%
CN1CCC(=NOc2ccc([N+](=O)[O-])cc2)CC1 | 15.0% | -3.3% | i | 2.5% | 0.8% | -0.4% | 0.6% | 2.8% | -6.9%
Cc1cc(C)c(C#N)c(SCS(=O)Cc2ccc(Cl)cc2)n1 (stereo unspecified) | -7.9% | -1.8% | i | 4.2% | 4.4% | -1.6% | -0.8% | 10.0% | -1.5%
Cc1ccccc1NCC(=O)N/N=C\c1ccc2c(c1)OCO2 | -3.7% | -2.7% | i | 1.4% | -2.7% | -1.0% | -0.2% | 8.0% | -5.2%
Cc1ccc(COCCN2CCN(S(=O)(=O)c3ccccc3)CCC2=O)cc1 | -6.2% | x | i | -3.7% | 1.4% | x | 0.5% | 5.8% | x
CNC(=S)N1N=C(c2ccc(C)cc2)CC1c1ccc(OC)c(OC)c1 (stereo unspecified) | 1.8% | -9.1% | i | 12.6% | -2.2% | -1.7% | -0.6% | 1.8% | 19.6%
c1n[nH]c(NCc2ccc3c(c2)OCO3)n1 | 17.9µM* | -2.6% | i | 1.9% | -1.7% | 2.2% | 0.8% | -21.7% | -3.4%
Cc1cc2oc(=O)cc(COC(=O)Cn3cnnn3)c2cc1C(C)C | 1.9% | -4.5% | i | 3.3% | 1.4% | 1.5% | -0.4% | 13.5% | 5.9%
CCN1CCN(S(=O)(=O)c2ccc(C)c([N+](=O)[O-])c2)CC1 | 1.4% | -2.9% | i | 1.5% | 1.6% | 0.9% | -0.6% | 4.8% | -14.6%
O=c1cc(-c2ccc(Cl)c(Cl)c2)[nH][nH]1 | <1µM* | -6.4% | i | 2.3% | -5.5% | 1.6% | -0.2% | 21.9% | 0.3%
O=C(Nc1nnc(SCc2ccccc2F)s1)c1ccco1 | 8.8% | -5.9% | i | 11.5% | 6.3% | -1.6% | -0.1% | -11.9% | -0.4%
CCOc1ccc(OCCCCNCCN)cc1 | 10.3% | -3.0% | x | -4.4% | 2.6% | 0.4% | x | -2.4% | -2.4%
Cc1ccc(-c2cc(C(=O)NCCc3ccc(S(N)(=O)=O)cc3)c3ccccc3n2)cc1 | -3.1% | -4.9% | u | -0.8% | -0.5% | -0.8% | 0.8% | 8.3% | 17.3%
CCOC(=O)c1cc(-c2ccccc2)n(CC(=O)Nc2ccc(OC)c(OC)c2)c1C | -1.2% | -2.1% | i | 6.3% | 9.1% | 9.7% | -0.7% | -5.3% | -2.9%
CC1=CC(C)(C)Nc2ccc(OC(=O)c3ccco3)cc21 | 6.7% | 3.8% | i | 12.8% | -0.3% | -7.3% | -2.0% | -8.2% | 52.0%*
Cc1ccccc1CN1CCN(S(C)(=O)=O)CC1 | -8.6% | -1.2% | i | 5.3% | 10.0% | -0.1% | 0.0% | 8.2% | -5.2%
N#CC1=C2C=Cc3ccccc3N2CCCC1=O | -8.6% | -1.2% | i | -4.0% | -5.8% | -0.3% | 0.1% | 24.6% | -2.2%
O=C(Cn1ccc([N+](=O)[O-])n1)NCc1cccs1 | 0.5% | -1.1% | i | -1.9% | 3.3% | -1.6% | -0.4% | 5.9% | -4.6%
CCC(Oc1ccccc1)C(=O)Nc1ccc(S(=O)(=O)N2CCOCC2)cc1 (stereo unspecified) | 14.4% | -2.2% | i | 1.3% | 1.0% | -0.3% | -0.5% | -1.7% | 8.3%
O=C(N/N=C\c1ccc(CNS(=O)(=O)c2ccccc2)o1)C(=O)Nc1ccc(F)cc1 | 15.0% | -13.0% | i | 2.0% | 0.9% | -2.6% | -0.3% | -9.5% | -10.6%
CSCC[C@H](NC(=O)c1ccc(Cl)c([N+](=O)[O-])c1)c1nc2ccccc2[nH]1 | 7.8% | -5.0% | i | 1.1% | -0.1% | 0.4% | 0.1% | -6.3% | 9.1%
COC(=O)c1ccc(NS(=O)(=O)c2cc(C)ccc2OC)cc1 | -0.6% | -13.7% | i | -1.8% | 6.7% | x | -0.2% | -9.5% | 15.5%
CCN(CC)CCCNC(=O)c1ccc(N2CCCCC2)c(NS(=O)(=O)c2ccc(C)cc2)c1 | -8.9% | -3.8% | i | -3.1% | -2.7% | -1.1% | -0.3% | -7.0% | 1.6%
CC(C)C(=O)NC(=S)Nc1ccccc1N1CCN(C(=O)c2ccccc2)CC1 | -3.6% | -2.1% | i | 6.6% | -2.3% | 1.6% | 0.4% | -3.1% | 9.6%
CC(C)Nc1nc(-c2ccncc2)nc(-c2ccc(Cl)cc2)c1C#N | -4.8% | -7.0% | i | -4.2% | 13.2% | -0.7% | -0.1% | 6.2% | 7.3%
NC(=S)NNC(=O)COc1ccccc1O | -9.2% | x | i | -4.1% | 0.6% | x | 0.0% | -2.7% | x
Cn1nccc1NC(=O)CC(CC(=O)O)c1ccccc1 (stereo unspecified) | 0.3% | x | i | u | -5.2% | x | -0.4% | -3.6% | x
Cc1cc(C)cc(N(CC(=O)N2CCc3ccccc32)S(=O)(=O)c2c(C)noc2C)c1 | 2.7% | -1.4% | i | -3.4% | -1.3% | -0.2% | -0.2% | 3.1% | 9.7%
C/C(=N\NC(=O)c1ccc(Cn2cc(Br)cn2)o1)c1cccc(NC(=O)C(C)C)c1 | -5.3% | -1.7% | i | 8.1% | 1.5% | -3.8% | -0.4% | -1.7% | 5.9%
Cc1cc(-n2nc(C)cc2C)n2nc(C)c(-c3ccc(Cl)cc3)c2n1 | 9.3% | -4.0% | i | 5.2% | -0.6% | 0.7% | -0.2% | 0.7% | -6.7%
CCOc1cc2nc(-c3ccc(OC)c(OC)c3)nc(NCCCN3CCOCC3)c2cc1OC | 16.8% | 0.4% | i | 13.1% | 0.6% | -1.1% | 1.3% | 1.3% | 3.1%
CCOC(=O)c1ccc(NC(=O)CC2OCCN(CC)C2=O)cc1 (stereo unspecified) | 17.0% | -3.7% | i | 4.7% | -0.9% | -1.0% | -0.1% | 2.6% | -5.3%
CC(=O)C(=Nc1ccc(Cl)cc1Cl)NNc1cccc(Cl)c1 | -6.1% | -2.3% | i | 7.1% | 2.8% | -0.5% | 0.3% | 2.4% | 1.7%
CC(C)(C)c1nnc(NC(=O)c2cccs2)s1 | x | -3.2% | i | x | -0.1% | 0.0% | -0.6% | x | 1.5%
CC(=O)N(C(C)=O)S(=O)(=O)c1ccc(N=NN2CCOCC2)cc1 | 14.2% | -0.7% | i | 3.8% | -1.2% | -2.2% | 0.0% | -7.1% | -14.7%
CCOC(=O)c1cnc2c(C)cccc2c1Nc1ccc(N2CCOCC2)cc1 | 7.9% | -5.5% | i | 4.8% | -7.2% | -3.2% | -0.2% | -3.5% | 18.6%
Cc1ccc(NC(=S)NNC(=O)c2ccc(N3CCOCC3)c([N+](=O)[O-])c2)cc1C | -7.7% | -9.0% | i | -11.3% | -9.8% | 0.4% | -0.2% | -8.4% | -2.1%

Compound profiles, as listed above. Order of screens: M17LAP inhibition	XIAP displacement	Yfh1-depleted yeast	P. falciparum M1AAP	Siah-1 displacement	ER stress rescue	West Nile virus CPE	Salmonella PhoP GFP	PMI inhibition
Profile of `CCOC(=O)c1cnc2c(C)cccc2c1Nc1ccc(N2CCOCC2)cc1` → 7.9%	-5.5%	i	4.8%	-7.2%	-3.2%	-0.2%	-3.5%	18.6%
Profile of `CCOC(=O)c1ccc(NC(=O)CC2OCCN(CC)C2=O)cc1` (stereo unspecified) → 17.0%	-3.7%	i	4.7%	-0.9%	-1.0%	-0.1%	2.6%	-5.3%
